WRN inhibitor: blocks human WRN helicase. Q14191. WRN helicase unwinding, fluorescent forked duplex, kinetic. Potency, µM (highest dose often 114 µM), inactives show at the top dose activity change, negative = inhibition, most hits filed as inhibitors. hit rate 0.46% among 360,000. AID 651768; further: potency means the concentration at half of the fitted maximal effect; on the % scale 0 is the no-effect control and ±100 the full control effect; nearly all actives have a fitted effect of over 55% in size
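Primary qHTS, 1536-well format. 20 nM WRN + compound, 15 min RT; start with 100 nM forked fluorophore/quencher duplex, 2 mM ATP (final); kinetic read ex 525/em 598 nm.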
GLP1R inv ag: inverse agonists of human GLP-1 receptor; P43220; HEK293 GLP-1R CRE-luciferase, luminescence, 24 h; GLP-1R form is constitutively active; Potency, µM (titrated, usually from 38.3 µM), inactives show at the highest dose activity change, negative = inhibition, actives largely listed as inhibitors; hit rate 1.6% among 410,000; AID 624417; further: potency means the concentration at half of the fitted maximal effect; on the % scale 0 is the no-effect control and ±100 the full control effect; nearly all actives have a fitted effect of over 55% in size
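Cells are plated, allowed 12 hours at 37 deg C, then treated with compounds for 24 hr before luciferase detection reagent is added and luminescence is read after 12 min at room temperature. The HEK293 line carries constitutively active GLP-1R with a cAMP-responsive reporter.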
IL-2 act: activates IL-2 in a cell-based reporter assay; IL-2 activation reporter assay, cell-based qHTS; stimulated with anti-CD3/CD4/CD28 beads; in transgenic mouse T cells; activation, % (series mostly up to about 46 µM); hit rate 0.065% among 360,000; in the data active means activation above about 50%; inconclusive means mostly about 30% to 49%; further: 0% is about no effect
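EGFP and DsRed fluorescence is measured by plate cytometry in unstimulated transgenic mouse T cells exposed to compound for 60 minutes, then stimulated 18 hours at 37 degrees C with anti-CD3/anti-CD4 beads plus anti-CD28.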
PI5P4Ka inh: inhibitors of human PI5P4K alpha | P48426 | PI5P4Kalpha enzyme, ADP-Glo luminescence, 60 min; stronger effect = lower value | max response, % | hit rate 1.2% among 330,000 | AID 652105; active means max response of -50% or lower; inconclusive means between -30% and -50%; inactive means -30% or higher; further: value at the top dose of about 77 µM; on the % scale 0 is the no-effect control and ±100 the full control effect
Target sequence (P48426 whole entry, looked up): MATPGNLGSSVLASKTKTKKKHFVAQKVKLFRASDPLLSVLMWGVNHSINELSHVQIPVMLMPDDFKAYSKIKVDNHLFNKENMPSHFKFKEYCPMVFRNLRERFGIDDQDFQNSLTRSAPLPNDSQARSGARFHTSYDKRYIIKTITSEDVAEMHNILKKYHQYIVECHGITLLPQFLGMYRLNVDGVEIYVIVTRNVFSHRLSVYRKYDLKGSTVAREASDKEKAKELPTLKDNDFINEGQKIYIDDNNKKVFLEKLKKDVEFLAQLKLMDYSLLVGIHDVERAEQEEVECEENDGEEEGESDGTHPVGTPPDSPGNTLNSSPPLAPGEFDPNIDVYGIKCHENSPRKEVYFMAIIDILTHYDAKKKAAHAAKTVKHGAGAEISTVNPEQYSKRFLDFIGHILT
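ADP-Glo luminescence end-point after a 60 min room-temperature kinase reaction. PI5P4Kalpha and substrate in HEPES pH 7.4 buffer with EGTA, 0.1% CHAPS and 5% DMSO; ATP at 5 microM final.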
D3 ag: D3 dopamine receptor (human) agonism; P35462; D3R DiscoveRx beta-arrestin cells, luminescence, 90 min; max activation, %; hit rate 0.58% among 410,000; in the data active means max activation above about 30%; further: 0% is about no effect; mostly tested at two doses, the higher about 12 µM
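Agonist-mode cell screen: cells plated at 1500/well and incubated overnight at 37 °C, then exposed to library compounds for 90 min at 37 °C. Detection reagent was added for 30–60 min at room temperature, and luminescence was read.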
DRD3 antagonist: antagonists of human D3 dopamine receptor. P35462. hit rate 2.5% among 360,000. D3R cells, DiscoveRx beta-arrestin luminescence, antagonist mode; stronger effect = lower value. max response, negative = inhibition, %. AID 652054; in the data active means max response below about -50%; inconclusive means no clear call, values can overlap the other calls; further: on the % scale 0 is the no-effect control and ±100 the full control effect; mostly tested at two doses, the higher about 12 µM
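Cells plated overnight at 1500 cells/well, then exposed to library compounds with dopamine controls for 90 minutes at 37 degrees C. DiscoveRx reagent added for 30–60 minutes at room temperature; luminescence read, quantitative HTS format.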
PLK1 PBD block: inhibitors of human PLK1 polo-box domain binding; P53350; Plk1 PBD binding of FITC phosphopeptide, fluorescence polarization; Potency, µM, for the others: max response, negative = inhibition, hits mostly inhibitors; hit rate 2.8% among 360,000; AID 720504; further: potency means the concentration at half of the fitted maximal effect; series mostly up to about 57 µM; on the % scale 0 is the no-effect control and ±100 the full control effect; nearly all actives have a fitted effect of over 65% in size
Target sequence (P53350 whole entry, looked up, the tested form may be a part): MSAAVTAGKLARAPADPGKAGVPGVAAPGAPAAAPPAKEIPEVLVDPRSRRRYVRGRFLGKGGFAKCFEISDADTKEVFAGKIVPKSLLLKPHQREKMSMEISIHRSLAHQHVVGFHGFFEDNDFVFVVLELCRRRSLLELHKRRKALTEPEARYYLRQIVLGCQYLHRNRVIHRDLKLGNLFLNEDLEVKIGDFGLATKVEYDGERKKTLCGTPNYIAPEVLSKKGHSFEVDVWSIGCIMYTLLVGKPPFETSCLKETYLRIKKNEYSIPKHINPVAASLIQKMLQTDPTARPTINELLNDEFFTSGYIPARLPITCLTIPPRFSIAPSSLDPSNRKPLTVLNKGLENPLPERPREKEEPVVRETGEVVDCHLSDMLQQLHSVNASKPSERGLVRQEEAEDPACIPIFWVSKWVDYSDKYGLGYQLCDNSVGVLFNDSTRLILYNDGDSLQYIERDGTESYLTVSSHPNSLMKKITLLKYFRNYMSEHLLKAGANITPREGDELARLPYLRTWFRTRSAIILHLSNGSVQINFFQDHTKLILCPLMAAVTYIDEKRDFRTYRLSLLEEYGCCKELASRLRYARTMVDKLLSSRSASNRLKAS
HEK293 tox: cytotoxicity counter-screen for GLP-1 receptor inverse agonists. HEK293 cAMP-luciferase reporter cells, luminescence, 24 h. Potency, µM (doses to about 38.3 µM), for the others: at the highest dose activity change, negative = inhibition, actives largely listed as inhibitors. hit rate 0.13% among 410,000. AID 624418;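 further: loss of luciferase light is scored as toxicity; potency means the concentration at half of the fitted maximal effect; on the % scale 0 is the no-effect control and ±100 the full control effect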
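Step one: seed cells (200 cells/uL, DMEM with 10% Nu serum, 1% pen-strep). Step two: 12-hour incubation at 37 deg C. Step three: pin 23 nL compound, incubate 24 hr. Step four: add luciferase reagent, read luminescence 12 min later.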
GLP1R ag: activates the human GLP-1 receptor. HEK293 GLP-1R CRE-luciferase, luminescence, 4-6 h; cells express a hypersensitive GLP-1R form. Potency, µM (highest dose often 45.6 µM), without a hit: at the highest dose activation, most hits filed as activators. hit rate 0.007% among 380,000; further: potency means the concentration at half of the fitted maximal effect; % of control where 0% means no effect
Active calls of the source: *; ? = inconclusive; · = no result given; & = joins results of further samples; [ ] = another dose, or the depositor's remark. Unless noted, the call rests on the fitted dose curve; in most records, active means well fitted curve in the direction sought with a large enough effect; inconclusive means small, poorly fitted or top-dose-only effect, or another doubt; inactive means no such curve, though single readings can be large; an effect the other way counts as inactive or inconclusive.

Second line of a record – WRN inhibitor | GLP1R inv ag | IL-2 act | PI5P4Ka inh | D3 ag | DRD3 antagonist | PLK1 PBD block | HEK293 tox | GLP1R ag
- CCOc1ccc(C(=O)NNC(=O)C2CC(=O)N(c3ccc(C)cc3)C2)cc1 (stereo not given)
→ 0% | -4% | 2.8 | 2 | -5 | -10 | -11% | -6% | -2%
- COc1ccc(NC(=O)N(C)C[C@H]2Oc3ccc(NC(=O)C4CC4)cc3C(=O)N([C@H](C)CO)C[C@@H]2C)cc1
→ 1% | 9% | -0.3 | 0 | 13 | 4 | -16% | -2% | -2%
- CCc1cccc(C)c1NC(=O)C1CCN(c2nn3c(=O)cc(C)nc3s2)CC1
→ -12% | 6%&17% | -1.6 | 2 | 0&2 | 0 | ? | 6%&3% | -2%
- Cc1ccc(C(=O)CNc2cc(C)ccc2C)cc1
→ -4% | -21% | -4.1 | 1 | -12 | -2 | -6% | 4% | 13%
- Cc1ccc(N2C(=O)c3ccc(N)cc3C2=O)cc1C
→ -8% | 1% | 1.3 | 0 | -2 | 36 | -11% | 6% | 0%
- COc1ccccc1NC(=O)NNC(=O)c1ccncc1
→ 13% | 14% | 0.0 | 0 | 0 | -9 | 0% | 8% | 0%
- Cn1nnnc1SCC(=O)N1CCc2ccccc21
→ 4% | 4% | -2.0 | -1 | 3 | -7 | -16% | 10% | -3%
- O=C(Nc1cc(S(=O)(=O)N2CCOCC2)ccc1N1CCOCC1)c1ccc(S(=O)(=O)N2CCCCC2)cc1
→ 9% | 37%[activator] | 1.0 | 0 | 0 | 5 | 0% | -2% | 8%
- COc1ccc2[nH]c(=O)c(CN(Cc3cccs3)Cc3nnnn3Cc3ccccc3)cc2c1
→ -7% | 0% | -1.5 | -2 | 1 | -14 | -7% | 1% | 5%
- O=c1cc(CN2CCCCCCC2)c2ccccc2o1
→ -12% | 2% | -0.4 | -3 | 1 | -15 | -4% | -10% | -2%
- COc1ccc(C(CNC(=O)c2ccc(N3CCCC3=O)cc2)N(C)C)cc1 (stereo not given)
→ 9% | -30% | -0.3 | -5 | -6 | 16 | -10% | -8% | 0%
- O=C(/C=C\c1ccco1)c1ccc(NC(=O)c2ccco2)cc1
→ ? | 12% | 0.4 | -56* | 10 | -23 | -26% | -10% | 17%
- CCN1C(=O)c2cccc3c(S(=O)(=O)N4CCNCC4)ccc1c23
→ 0% | 11% | -0.2 | -11 | 20 | -21 | -13% | 93%[activator] | -4%
- Cc1cc(Br)ccc1NC(=O)CN1C(=O)C2CC=CCC2C1=O (stereo not given)
→ -10% | 2% | 0.1 | 4 | 1 | -3 | -24% | -6% | 10%
- CCOC(=O)c1cc(S(=O)(=O)Nc2ccc(OC)cc2OC)cn1C
→ -5% | -2% | 1.0 | 5 | 5 | 8 | -5% | 5% | -2%
- CCC(C)(C)NC(=O)CN(C(=O)c1snc(C(N)=O)c1N)c1ccc2c(c1)OCO2
→ -8% | 0% | -0.4 | · | -5 | 44 | -4% | -13% | 0%
- CC(=O)c1ccc(Nc2cc(C)nc3nc(C)nn23)cc1
→ 6% | 0% | -2.1 | -9 | -7 | -11 | -5% | 12% | 5%
- COC(=O)c1cc(S(=O)(=O)NCc2cc(OC)c(OC)c(OC)c2)cn1C
→ 10% | 5% | -0.8 | -1 | 16 | 17 | -1% | 0% | -2%
- COc1ccc(Cc2nnc3n2N=C(c2cc4ccccc4o2)CS3)cc1OC
→ -2% | 0% | -1.3 | · | 3 | 22 | ? | -8% | 15%
- Cn1nc([N+](=O)[O-])nc1S(C)(=O)=O
→ -4% | ? | -3.9 | -11 | -3 | -17 | -16% | -23% | -1%
- CC(C)N(Cc1nccn1C)C(=O)c1ccc(OC2CCN(C(=O)C3CC3)CC2)cc1
→ -3% | 1% | 0.0 | 2 | 9 | 17 | -10% | -6% | 2%
- C=CCSc1nc2c(cnn2-c2ccc(C)c(C)c2)c(=O)[nH]1
→ 11% | 53%[activator] | 0.8 | -2 | 1 | 4 | 1% | 5% | 3%
- CCOC(=O)C1(Cc2cccc(OC)c2)CCN(Cc2cccc(OC)c2O)CC1
→ -5% | ? | -0.8 | -5 | -10 | -8 | -3% | 4% | 8%
- O=C(CCN1C(=O)/C(=C\c2cccc(Br)c2)SC1=S)NCCCN1CCOCC1
→ ? | -27% | -3.8 | 0 | -4 | -6 | ? | 0% | 2%
- CCO[C@@H]1OC(C(=O)NCc2nc3ccccc3[nH]2)=C[C@H](C2CC2)[C@H]1CCCO
→ -2% | ? | -1.4 | -2 | 0 | 5 | 5% | -12% | 7%
- Oc1ccc(C=NN=Cc2ccco2)c(O)c1
→ -1% | 11% | 9.1 | -8 | 2 | 19 | -12% | 42%[activator] | 8%
- O=c1[nH]c(CSc2nc(-c3ccccc3)cs2)nc2ccccc12
→ -8% | 11% | -4.2 | 6 | 1 | 18 | ? | 17% | 9%
- Cc1nc2ccc(NC(=O)COc3ccccc3F)cc2s1
→ -13% | 12% | -0.1 | 3 | 0 | 6 | -14% | 4% | 22%
- N#CCSCC(=O)Nc1ccc(Br)cc1
→ 2% | 7% | -1.6 | · | -4 | -13 | -10% | 1% | -10%
- O=C(O)C1CCCCN1c1ccccc1[N+](=O)[O-] (stereo not given)
→ 16%[57.1 µM] | 10% | 2.2 | -1 | 5 | 17 | -6% | -13% | -3%
- Cc1ccc(S(=O)(=O)N(CC(=O)Nc2ccc(F)cc2)C(=O)N2CCN(C)CC2)cc1
→ -5% | -10% | 1.9 | -3 | -7 | -2 | -5% | 8% | -1%
- O=C(CNC(=O)c1ccc(Cl)cc1)OCC(=O)c1ccc2c(c1)OCCO2
→ 12% | 9% | 1.0 | -7 | 1 | 2 | -2% | -15% | -5%
- Fc1ccc(CCNc2ncnc3[nH]ncc23)cc1
→ -6% | 7% | -1.1 | -29 | 2 | 5 | 0% | -1% | 2%
- COc1ccccc1-n1c(CNC(=O)c2ccc(S(=O)(=O)N3CCCCC3)cc2)n[nH]c1=S
→ -26% | 25% | 0.9 | 2 | -11 | ? | -11% | 24% | -5%
- Cc1nc2ccc(NC(=S)NCCCO)cc2nc1C
→ 2% | 66%[activator] | 2.4 | 0 | 8 | -4 | -26% | 21% | 17%
- CCSc1nnc(NC(=O)CSc2nccn2-c2cc(C)cc(C)c2)s1
→ -7% | 1% | -0.6 | 3 | 4 | 12 | -2% | -2% | -1%
- Cc1ccc(-c2nc3ccccc3c(=O)n2NC(=S)N(C)C)cc1
→ 7% | -1% | -2.3 | -7 | 5 | 11 | 27µM* | 13% | 4%
- COc1ccc2c(c1)c(CC(=O)OCC(N)=O)c(C)n2C(=O)c1ccc(Cl)cc1
→ -7% | -24% | 0.2 | 1 | 1 | 0 | 1% | -19% | -4%
- COc1ccccc1Nc1nc(N)nc(-c2cc3ccccc3o2)n1
→ -5% | 2% | -2.5 | 14 | 11 | 6 | 2% | 2% | -2%
- N#C/C(=C\c1c(N2CCCCCC2)nc2ccccn2c1=O)C(=O)NC1CCS(=O)(=O)C1 (stereo not given)
→ -35% | -8% | -2.0 | 9 | -20 | ? | -9% | 6% | 14%
- CC(=O)c1c(C)n(-c2ccccc2)c2ccc(O)cc12
→ 12% | 0% | -2.6 | -3 | 2 | 13 | 0% | -9% | 2%
- CCOc1ccc([N+](=O)[O-])cc1CNC1CCCCCCC1
→ 0% | ? | -0.2 | 4 | -1 | 15 | 1% | -11% | -1%
- Nc1nc(CN2CCOCC2)cs1
→ 7% | 0% | -1.5 | 0 | 2 | -13 | 24µM* | -1% | -8%
- Cc1cccc(NC(=O)COC(=O)CN2C(=O)c3ccccc3C2=O)c1
→ 28% | 5% | -3.2 | 3 | -10 | 0 | 1% | 1% | -3%
- COc1ccc(OC)c(NC(=O)C2CCN(C(=O)c3cccs3)CC2)c1
→ 5% | 9% | 2.0 | 4 | -6 | -9 | -15% | 6% | 12%
- CN(C(=O)c1nn(C)c2c1CSc1ccccc1-2)c1ccccc1Cl
→ -10% | ? | -2.4 | -3 | 0 | -18 | -28% | 9% | 3%
- CN1C=CC=C/C1=C1\SC(=S)N(c2ccccc2)C1=O
→ ? | 6% | 1.6 | -7 | -9 | -15 | -19% | ? | -12%
- CCN1CCN(C(=O)c2ccc(Cl)c(S(=O)(=O)N3CCOCC3)c2)CC1
→ -4% | 13% | -1.6 | · | -10 | -17 | -3% | 8% | -1%
- NC(=O)c1cccc(-c2ccnc3c2CC(C(=O)Nc2cccc(C(F)(F)F)c2)O3)c1 (stereo not given)
→ 3%[57.1 µM] | -26% | -0.6 | -5 | 0 | -14 | -12% | -6% | -1%
- Cc1cc(Nc2ccccc2)n(-c2ccc(C(=O)O)cc2)n1
→ -8% | -17% | 1.0 | 4 | 4 | 13 | -6% | 3% | 0%

(cont.)
Second line of a record – WRN inhibitor | GLP1R inv ag | IL-2 act | PI5P4Ka inh | D3 ag | DRD3 antagonist | PLK1 PBD block | HEK293 tox | GLP1R ag
- Cc1ccc(CNC(=O)C2CCC(=O)N(Cc3ccccc3F)C2)s1 (stereo not given)
→ -1% | -10% | -0.5 | 7 | 3 | -18 | -14% | -14% | 9%
- COc1cccc(N2C(C(C)=O)=NN(c3ccccc3)C2c2ccc(N3CCOCC3)cc2)c1 (stereo not given)
→ -25% | -18% | 1.2 | 2 | -10 | 0 | -16% | 2% | -6%
- CC(=O)c1cccc(-n2c(=O)c3c4c(sc3n(Cc3ccccc3Cl)c2=O)CN(C(C)=O)CC4)c1
→ · | 18% | · | · | -7 | · | · | 7% | 0%
- Nc1[nH]ncc1-c1ccccc1
→ -5% | 9% | -4.0 | 3 | -5 | -8 | -8% | 16% | 6%
- CCC(Oc1ccccc1)C(=O)Nc1ccccc1N1CCCC1 (stereo not given)
→ 6% | ? | -3.6 | 7 | 0 | -5 | -9% | 15% | 3%
- COc1ccc(NC(=O)c2sc3ncnc(N4CCN(c5ccccn5)CC4)c3c2C)cc1Cl
→ -25% | ? | -3.9 | 3 | 4 | 52 | -10% | -2% | 0%
- CC(C)(C)C(=O)OCCn1c(=O)c2cc3c(=O)n(CCOC(=O)C(C)(C)C)c(=O)c3cc2c1=O
→ 1% | 6% | -2.0 | 6 | -1 | 18 | -6% | -16% | 3%

Screening data (PubChem BioAssay)

Outcome played no part in choosing rows; any-hit rate near 7.8%.
